Source: PubChem BioAssay
Dyrk1A ADPGlo – blocks rat Dyrk1A kinase activity. AID 504441. hit rate 0.43% among 310,000. inhibition, % at 12.5 µM. ADP-Glo luminescence, NFATc1 peptide; in the data active means inhibition above about 50%;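 further: plate controls were vehicle with enzyme for no effect and no enzyme for full effect; many of its hits are not listed in these tables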
KCNQ1 inh – human KCNQ1 channel inhibition; P51787; CHO-K1 KCNQ1, FluxOR thallium flux fluorescence; stronger effect = higher value; B-score at 10 µM; hit rate 1.3% among 310,000;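 active means compounds whose thallium flux B-score, printed positive for inhibition, exceeds three library SD while starting fluorescence stays within three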;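 further: channel opened by potassium depolarization with thallium stimulus after 20 min compound exposure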
RGS4 inh – inhibitors of human RGS4 | HEK293 M3R/RGS4 inducible, Fluo-4 calcium flux; stronger effect = higher value; triggered by carbachol at its EC20 | B-score at 10 µM | hit rate 0.45% among 310,000;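 active means B-score, a plate-corrected calcium signal, over three deviations above library mean, with baseline fluorescence within five deviations of library mean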;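 further: RGS4 expression induced by doxycycline in cells with stable M3 receptor; B-score is computed from the integrated fluorescence ratio over baseline after carbachol; higher B-score means a larger calcium signal and so more RGS4 inhibition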
KCNQ1 act – potentiates or activates the human KCNQ1 potassium channel; P51787; CHO-K1 KCNQ1, thallium flux FluxOR fluorescence; stronger effect = higher value; B-score at 10 µM; hit rate 0.35% among 310,000;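 active means fluorescence ratio B-score, a plate-corrected score, at least three library SD, with initial intensity B-score within 5 SD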
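Doses: Single concentration per compound, DMSO matched to controls | Test system: KCNQ1-transfected CHO-K1 cells | Timing: 90 min dye loading and 20 min compound exposure, both at room temperature | Measured by: Kinetic FluxOR thallium fluorescence, 10-s 1-Hz baseline, 110-s post-stimulus read | Medium: Assay buffer with matched DMSO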
PolyA inhibitor – yeast polyadenylation inhibition; S. cerevisiae SKY197-pL101 polyadenylation reporter, beta-gal luminescence; efflux-impaired pdr1/pdr3 knockout yeast; score 100 = 6 SD above DMSO; calls only at 12 µM; AID 1875; hit rate 0.02% among 300,000;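 active means lowest replicate activity score at least 50, where 100 means six control SD above control mean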;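 further: yeast exposed to compound for 9 h at 30 °C; higher score means more reporter readthrough which indicates perturbed polyadenylation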
hERG rescue – hERG (human) protection from proarrhythmic block. hit rate 0.51% among 310,000. AID 1511. activation (rescue from dofetilide block), less the hit threshold, % at 10 µM. Q12809. CHO-hERG, FluxOR thallium flux, dofetilide IC70 present;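 active means activation above the mean of controls blocked by dofetilide plus 5 SD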;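 further: thallium influx through hERG after potassium depolarization seen as dye fluorescence rise; in these data hits start at about 4.7%; inactives centre near -7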
GSK3B inh – human GSK3beta kinase inhibition | GST-GSK3beta kinase, ADP-Glo luminescence, 60 min; stronger effect = lower value | activity score (negative = inhibition), % at 10 µM | AID 2097 | hit rate 0.038% among 300,000 | P49841;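 active means more than half of replicate wells score below -50%, meaning over 50% inhibition versus plate controls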;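 further: 0% = median DMSO wells and -100% = median GW8510 positive control wells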
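Assay system: GST-fused GSK3beta enzyme, cell-free / Medium: Tris pH 7.5 buffer with MgCl2, DTT, BSA, heparin / Also added: peptide substrate plus 25 µM ATP (final) / Compound: 10 µM single point / Timing: kinase reaction with compound 60 min at room temperature / Detection: ADP-Glo luminescence / Benchmarks: DMSO neutral wells and GW8510 at 20 µM as positive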
GSK3 alpha inh – blocks human GSK-3 alpha kinase; ADP-Glo luminescence, 60 min; P49840; AID 2650; hit rate 0.1% among 320,000; inhibition, % at 10 µM;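 in the data active means inhibition above about 50%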;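 further: GST-tagged GSK-3 alpha with peptide substrate and 25 µM ATP; 0% = DMSO neutral wells and 100% = GW8510 positive control wells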
Target sequence (P49840 whole entry, looked up): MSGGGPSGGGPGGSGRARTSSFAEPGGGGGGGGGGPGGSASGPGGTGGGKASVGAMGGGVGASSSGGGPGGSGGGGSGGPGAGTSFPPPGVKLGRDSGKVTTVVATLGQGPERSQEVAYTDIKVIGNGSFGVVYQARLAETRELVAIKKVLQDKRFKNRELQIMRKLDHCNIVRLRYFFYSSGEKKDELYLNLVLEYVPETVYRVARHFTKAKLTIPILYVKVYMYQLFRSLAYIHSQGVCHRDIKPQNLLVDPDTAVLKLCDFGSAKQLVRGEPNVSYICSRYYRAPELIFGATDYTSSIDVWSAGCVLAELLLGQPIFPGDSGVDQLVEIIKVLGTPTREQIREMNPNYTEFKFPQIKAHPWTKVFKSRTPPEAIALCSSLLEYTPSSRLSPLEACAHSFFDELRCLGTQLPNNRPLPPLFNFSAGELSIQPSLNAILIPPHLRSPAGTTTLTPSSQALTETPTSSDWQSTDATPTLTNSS
KCNK9 block – blocks the human KCNK9 two-pore domain potassium channel. B-score at 10 µM. HEK293 KCNK9, FluxOR thallium flux fluorescence; stronger effect = lower value. AID 488922. hit rate 1.2% among 310,000;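 active means ratio B-score over 3 SD below the library mean, with starting fluorescence within 5 SD of its mean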;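 further: negative B-score means less thallium flux so channel inhibition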
RGS4 pot – potentiators or activators of RGS4; AID 463111; hit rate 0.92% among 310,000; B-score at 10 µM; HEK293 M3R/inducible RGS4, carbachol calcium flux Fluo4; stronger effect = lower value;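 active means B-score of the integrated calcium signal more than 4 SD below the library mean, with starting fluorescence not abnormally high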;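 further: negative B-score means reduced calcium response which marks RGS4 activation or potentiation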
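System – HEK293 FlpIn-TREx cells, stable M3R, doxycycline-inducible RGS4 · Reagent – ECmax carbachol challenge · Times – compound preincubation 20 min at room temperature before agonist · Technique – Fluo4 fluorescence kinetic imaging of calcium · Measure – B score of integrated Fluo4 ratio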
KCNK3 block – human KCNK3 channel inhibition, primary screen | hit rate 0.84% among 340,000 | B-score at 10 µM | CHO-KCNK3 thallium flux, FluxOR fluorescence; stronger effect = lower value;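 active means B-score under library mean minus 4 SD, starting fluorescence ratio at most library mean plus 5 SD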;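 further: more negative B-score means stronger inhibition of thallium flux through KCNK3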
Target sequence (O14649 whole entry, looked up): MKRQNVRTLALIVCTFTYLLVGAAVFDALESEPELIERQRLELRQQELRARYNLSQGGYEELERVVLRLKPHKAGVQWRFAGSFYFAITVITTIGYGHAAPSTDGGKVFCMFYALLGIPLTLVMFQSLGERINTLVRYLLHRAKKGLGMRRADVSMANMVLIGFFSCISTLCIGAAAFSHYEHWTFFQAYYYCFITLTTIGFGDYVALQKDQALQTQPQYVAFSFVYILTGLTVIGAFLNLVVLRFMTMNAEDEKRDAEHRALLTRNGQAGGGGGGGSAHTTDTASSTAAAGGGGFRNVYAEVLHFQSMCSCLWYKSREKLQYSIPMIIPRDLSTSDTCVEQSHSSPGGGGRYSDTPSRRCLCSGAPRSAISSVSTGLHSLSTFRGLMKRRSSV
The depositor's hits bear a star; i = inactive; nt = no result given. These rows are one share of the data, so the mix of outcomes need not match the whole.

canonical_smiles	Dyrk1A ADPGlo	KCNQ1 inh	RGS4 inh	KCNQ1 act	PolyA inhibitor	hERG rescue	GSK3B inh	GSK3 alpha inh	KCNK9 block	RGS4 pot	KCNK3 block
O=C(COC(=O)Cc1cn2ccsc2n1)Nc1nc2ccccc2s1	36	i	i	i	i	-7	1	4	i	i	i
CCCc1cc(C(=O)NCCc2ccc(OC)c(OC)c2)no1	1	i	i	i	i	-10	1	-1	i	i	i
COc1ccc(C[C@H]2c3cc(O)c(OC)cc3CC[N+]2(C)[O-])cc1O (stereo not given in full)	2	i	i	i	i	-6	1	1	i	i	i
Cc1cn(-c2cc(C(=O)Nc3ccc(C)c(NC(=O)C(=O)c4c[nH]c5ccccc45)c3)cc(C(F)(F)F)c2)cn1	-5	i	i	i	i	-10	-2	0	i	i	i
CC1CN(CC(=O)NCc2ccccc2)CC(C)O1 (stereo not given)	-1	i	i	i	i	4	1	-1	i	i	i
CN(C)C(CNC(=O)CSc1nnc(-c2ccco2)o1)c1ccccc1 (stereo not given)	6	i	i	i	i	-14	0	-2	i	i	i
CCOc1ccc(C(=O)C(C)OC(=O)c2cnc(C)cn2)cc1 (stereo not given)	2	i	i	i	i	-15	1	2	i	i	i
O=C(c1cc2nc(-c3ccco3)cc(C(F)(F)F)n2n1)N1CCCc2ccccc21	5	i	i	i	i	-6	2	-1	i	i	i
CC(=O)N(C)c1ccc(N=Nc2c(C)[nH]n(C(N)=S)c2=O)cc1	5	i	i	i	i	-10	2	2	i	i	i
COc1ccc(OCC(=O)Nc2ccc3c(c2)nc(CCNC(C)=O)n3C)cc1	0	i	i	i	i	-7	-2	0	i	i	i
COc1ccc(-n2c(=S)[nH]c3cc(C(=O)O)ccc3c2=O)cc1	8	i	i	i	i	-9	1	-1	i	i	i
COc1cccc(CNCCO)c1OCc1ccccc1	1	i	i	i	i	-4	-2	-3	i	i	i
CCOC(=O)Cc1csc(NC(=O)c2ccc3ncsc3c2)n1	6	i	i	i	i	-9	-1	-2	i	i	i
CN1CCC23c4ccccc4NC1C21CCN(C)C3Nc2ccccc21	-8	i	i	i	i	-8	4	-1	i	i	i
CCCCc1cc(=O)oc2c(CN3CCN(C)CC3)c(O)ccc12	1	i	i	i	i	-2	0	-1	i	i	i
CN(CCCN1CCCCC1)C(=O)c1cc(COc2ccc(F)cc2F)on1	7	i	i	i	i	-10	-1	-3	i	i	i
O=C(Oc1cccc(NC(=O)c2ccco2)c1)c1cccc(S(=O)(=O)N2CCCCC2)c1	4	i	i	i	i	-18	-5	nt	i	i	i
CC(C)OC(=O)c1cc2c(ccn2C)n1CC(=O)N(Cc1ccccc1)c1ccc(F)cc1	4	i	i	i	i	-7	-7	-1	i	i	i
O=[N+]([O-])c1ccc(/C=N/Nc2ncccc2[N+](=O)[O-])s1	-11	i	i	i	i	-4	-2	-3	i	i	i
CSc1ncccc1C(=O)OCC(=O)Nc1cc(C(F)(F)F)ccc1N1CCOCC1	0	i	i	i	i	-3	-1	-5	i	i	i
C=CCn1c(COc2ccccc2F)nnc1SCC(=O)N1CC(=O)Nc2ccccc21	nt	i	i	i	i	-18	0	-2	i	i	i
CCOC(=O)C1=NNC2(c3ccc(C)cc3)C(=O)N(c3ccc(Cl)cc3)C(=O)C12 (stereo not given)	-6	i	i	i	i	-8	-1	-1	i	i	i
O=C(Cc1c(F)cccc1Cl)Nc1ccccc1C(=O)N1CCCCC1	1	i	i	i	i	-11	-1	-2	i	i	i
O=C(Nc1ccnn1C1CCN(C/C=C/c2ccc(F)cc2)CC1)C1CCCC1	9	i	i	i	i	-5	2	1	i	i	i
COc1cc(/C=N/NC(=O)c2ccncc2)ccc1OC(=O)c1cc(OC)c(OC)c(OC)c1	0	i	i	i	i	-7	3	-1	i	i	i
Cc1ccc(S(=O)(=O)C(C#N)c2nc3ccccc3nc2N2CCCC2)cc1 (stereo not given)	10	i	i	i	i	-24	3	0	i	i	i
COc1ccc(C(C)=O)cc1CSc1nc(C)cc(C)n1	-7	i	i	i	i	-13	-3	1	i	i	i
COc1ccc(-c2nn(-c3ccccc3)cc2C(=O)N2CCOCC2)cc1	-6	i	i	i	i	-7	4	-4	i	i	i
O=C(NCc1ccccn1)C(=O)NCC1OCCN1S(=O)(=O)c1ccc(Cl)cc1 (stereo not given)	-5	i	i	i	i	-7	1	-2	i	i	i
CCNC(=O)N1CCC(n2nccc2NC(=O)CCCc2ccccc2)CC1	-2	i	i	i	i	-8	-4	0	i	i	i
CN1CCN(S(=O)(=O)c2ccc(NC(=O)COc3ccccc3)cc2)CC1	0	i	i	i	i	-7	0	-1	i	i	i
COc1ccc2cc3cc(C(=O)N4CCN(c5ccccn5)CC4)oc3nc2c1	nt	i	i	i	i	-10	0	-1	i	i	i
NS(=O)(=O)c1ccc(NC(=S)NC(=O)c2ccc3c(c2)OCO3)cc1	-4	i	i	i	i	-11	-2	1	i	i	i
Cc1cc(Nc2ccc(C)c(C)c2)c2ccccc2n1	-6	i	i	i	i	-14	-4	-2	i	i	i
COC(=O)C1CCN(C(c2ccc(OC)c(OC)c2)c2sc3nc(C)nn3c2O)CC1 (stereo not given)	0	i	i	i	i	-9	-1	-3	i	i	i
O=C(/C=N/O)Nc1ccccc1	2	i	i	i	i	-3	-1	-3	i	i	i
CCCC(=O)NC(c1ccccc1)c1ccc2cccnc2c1O (stereo not given)	12	i	i	i	nt	-5	nt	-2	i	i	i
Cc1ccc(N2C(=O)NC(NS(=O)(=O)c3ccc(C)cc3)(C(F)(F)F)C2=O)cc1 (stereo not given)	0	i	i	i	i	-7	1	-2	i	i	i
CCC1CCCCN1S(=O)(=O)c1ccc(NC(=O)c2cccnc2)cc1 (stereo not given)	-10	i	i	i	i	-12	5	2	i	i	i
Cc1ccc(C)c(NC(=O)CCc2ccc(S(=O)(=O)NC3CCCCC3)cc2)c1	2	i	i	i	i	-12	7	-1	i	i	i
Cc1ccc(C(=O)N/C(=C\c2ccccc2)C(=O)NCc2cccnc2)cc1	-6	i	i	i	i	-12	-3	-2	i	i	i
Cc1ccc(C)c(N2N=C(C(=O)Nc3ccc(S(=O)(=O)N4CCCC4)cc3)CCC2=O)c1	-8	i	i	i	i	-20	-4	-2	i	i	i
O=C(CCS(=O)(=O)c1ccccc1)N1CCN(c2cccc(C(F)(F)F)c2)CC1	-4	i	i	i	i	-16	3	-2	i	i	i
COc1cc(OC)c(C2N(c3ccc(Cl)cc3)C(=O)C3CCCN32)cc1OC (stereo not given)	-3	i	i	i	i	-6	-1	-1	i	i	i
Cc1occc1C(=O)NNS(=O)(=O)c1ccc([N+](=O)[O-])cc1	4	i	i	i	i	-3	-4	-1	i	i	i
CCOc1ccc(C(=O)NC2CCN(C(=O)Nc3ccc(F)cc3)CC2)cc1	-3	i	i	i	i	-4	2	-1	i	i	i
Cc1cccc(Nc2nc(C)nc3c2oc2ccccc23)c1	-2	i	i	i	i	-11	-1	-2	-8.8*	i	-9*
COC(=O)CNC(=O)CSc1nnc(C)c(=O)[nH]1	4	i	i	i	i	-11	-3	-3	i	i	i
O=C(NCc1ccc2c(c1)OCO2)C1CCCN1S(=O)(=O)c1ccc(F)cc1 (stereo not given)	-1	i	i	i	i	-5	1	-4	i	i	i
CCN(CC(=O)Nc1c(F)cccc1F)C(=O)/C=C/c1ccc(Br)s1	14	i	i	i	i	-5	2	-3	i	i	i

(listing goes on)
canonical_smiles	Dyrk1A ADPGlo	KCNQ1 inh	RGS4 inh	KCNQ1 act	PolyA inhibitor	hERG rescue	GSK3B inh	GSK3 alpha inh	KCNK9 block	RGS4 pot	KCNK3 block
Cn1cc(CN2CCC(C(=O)Nc3cccc(-c4cscn4)c3)CC2)cn1	5	i	i	i	i	-11	1	-2	i	i	i
CCOC(=O)N1CCC(Nc2nc(OC)nc(OC)n2)CC1	-6	i	i	i	i	-10	-17	2	i	i	i
O=C1c2ccccc2C(=O)N1CCCc1c[nH]c2ccccc12	-2	i	i	i	i	-8	-5	-2	i	i	i
Cc1ccccc1C(=O)N1CCN(c2ccc(NC(=O)c3ccc4c(c3)OCCO4)cc2)CC1	-3	i	i	i	i	-22	-1	1	i	i	i
OC(CNCc1ccccc1)Cn1ccc2ccccc21 (stereo not given)	6	i	i	i	i	-4	0	-1	i	i	i
CCN(CC(=O)Nc1ccccc1C(F)(F)F)C(=O)c1cc(-c2ccccc2)nn1-c1ccccc1	-3	i	i	i	i	-16	6	-1	i	i	i
CC1(c2nnc(-c3ccc(F)cc3)o2)CC(c2cccnc2)=NO1 (stereo not given)	3	i	i	i	i	-15	0	0	i	i	i
CC1(C)CC2(CCO1)CNC(=O)O2 (stereo not given)	-5	i	i	i	i	-12	-1	-2	i	i	i
Cc1ccc(C(=O)NCC(=O)OCC(=O)NC2CCCC(C)C2C)s1 (stereo not given)	nt	i	i	i	i	-7	0	-2	i	i	i
